TCR activator – T cell receptor activation; primary human leukocytes, anti-CD3, IL-2 HTRF, 48 h; Potency, µM (series often up to 9.22 µM), inactives show at the top dose activation of IL-2 secretion, actives largely listed as activators; 330,000 tested, under 10 active; AID 504894; note: % of control where 0% means no effect
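Primary human leukocytes incubated 48 hr with anti-CD3 beads plus compound, without co-stimulation. Secreted IL-2 measured by HTRF (europium cryptate/d2 anti-IL-2 pair, 320 nm excitation, 665 nm emission).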
TSHR antagonist – human thyrotropin receptor antagonism | 330,000 tested, 0.2% active | activity change, negative = inhibition, % at 11.5 µM | TSHR-expressing cells, TSH-stimulated cAMP HTRF, 2 h; active compounds read low | AID 504810;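 active = activity change below a set negative limit, meaning inhibition stronger than a set level, cut at about -70% in these data; inconclusive = activity change between two set negative limits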; note: % is set by controls: 0 for no effect and ±100 for the full control effect
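TSHR-expressing cells were treated with compounds, then stimulated with TSH at EC80 (4nM final) for 2 hours at 37 deg C. Cellular cAMP was measured by HTRF competition between lysate cAMP and cAMP-d2 for a cryptate-labelled anti-cAMP antibody.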
USP2a inh – inhibitors of human ubiquitin-specific protease USP2a; Potency, µM (series often up to 38.3 µM), for inactives: at the top dose activity change, negative = inhibition, hits mostly inhibitors; O75604; 330,000 tested, 0.01% active; AID 463254; USP2 core, Ub-CHOP2 coupled fluorogenic reporter, 485/531;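 note: potency is the fitted concentration of half-maximal effect; plate controls were DMSO wells for no effect and full inhibition by NEM control for full effect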
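Cell-free coupled assay: 10nM USP2 core preincubated 30min RT with compound in Tris-HCl pH 8.0/CaCl2/CHAPS buffer, then 25nM Ub-CHOP2 and 25nM reporter substrate; fluorescence (Ex 485/Em 531) read after 60min RT, normalized to NEM inhibition, concentration-response curves fitted.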
KCNH2 3.1 block – KCNH2 3.1 (human) potassium channel inhibition; U2OS KCNH2 3.1, thallium flux FluxOr; active compounds read low; activity change, % (tested at about 1.8 µM); 340,000 tested, 0.95% active; AID 720553;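 active = maximum activity change below -70%; inconclusive = maximum activity change from -70% to -50%; inactive = maximum activity change above -50%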;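 note: thallium influx rate constant from kinetic fluorescence after stimulation buffer; % is set by controls: 0 for no effect and ±100 for the full control effect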
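Thallium flux read-out: FluxOr dye with Red40 quencher in HBSS/HEPES, 45 min at RT. Rate constants from kinetic reads were normalized to positive and negative DMSO controls. Cells: U2OS virally expressing the 3.1 isoform.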
KCNH2 WT inh – inhibitors of human wildtype KCNH2 potassium channel; Q12809; U2OS, BacMam KCNH2, thallium flux FluxOr; active compounds read low; activity change, % at 1.84 µM; 340,000 tested, 0.37% active;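 active = maximum activity change below -70%; inconclusive = maximum activity change between -70% and -50%; inactive = maximum activity change above -50%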; note: % is set by controls: 0 for no effect and ±100 for the full control effect
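U2OS cells were transduced with wild-type KCNH2 virus (2.03 x 10^8 / mL) for 4 h at room temperature, then cultured overnight at 37 C. Thallium flux was read with FluxOr dye. Rate constants were normalized to DMSO controls.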
TRPV1 ag – activates the human vanilloid receptor TRPV1; AID 540275; 320,000 tested, 0.19% active; TRPV1-expressing cells, Fluo-8 calcium influx, agonist mode; activation, % at 8.33 µM; Q8NER1; in the data active = activation above about 80%; inconclusive = between about 30% and that limit; note: 0% is about no effect
Target sequence (Q8NER1 whole entry, looked up): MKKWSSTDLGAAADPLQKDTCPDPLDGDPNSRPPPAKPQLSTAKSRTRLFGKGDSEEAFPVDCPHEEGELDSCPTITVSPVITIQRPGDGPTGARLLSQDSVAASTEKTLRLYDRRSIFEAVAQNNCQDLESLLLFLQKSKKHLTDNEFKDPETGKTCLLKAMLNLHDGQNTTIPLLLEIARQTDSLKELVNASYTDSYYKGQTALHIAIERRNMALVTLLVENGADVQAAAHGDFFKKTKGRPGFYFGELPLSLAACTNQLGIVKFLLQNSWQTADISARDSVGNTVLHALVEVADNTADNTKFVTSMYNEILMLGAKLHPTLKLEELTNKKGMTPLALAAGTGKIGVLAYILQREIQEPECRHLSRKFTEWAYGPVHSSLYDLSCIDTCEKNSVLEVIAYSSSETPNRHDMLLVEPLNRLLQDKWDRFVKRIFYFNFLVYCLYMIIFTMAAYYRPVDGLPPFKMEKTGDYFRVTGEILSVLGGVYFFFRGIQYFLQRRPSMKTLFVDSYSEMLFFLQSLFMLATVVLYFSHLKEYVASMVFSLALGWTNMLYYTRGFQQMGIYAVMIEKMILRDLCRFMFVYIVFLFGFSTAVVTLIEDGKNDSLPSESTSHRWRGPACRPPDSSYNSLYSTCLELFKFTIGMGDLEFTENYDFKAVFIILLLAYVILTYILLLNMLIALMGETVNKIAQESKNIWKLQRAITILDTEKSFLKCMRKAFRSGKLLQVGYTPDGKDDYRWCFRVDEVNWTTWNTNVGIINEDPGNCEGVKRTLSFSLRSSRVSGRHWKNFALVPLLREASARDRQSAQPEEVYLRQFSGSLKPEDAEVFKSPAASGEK
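Cells expressing TRPV1 were dye-loaded with Fluo-8 and read kinetically: 10 s baseline, 3 min after compound (agonist portion), then 2 min after EC20 capsaicin (allosteric enhancer portion). Calcium-bound dye fluorescence at 480/520 nm.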
A-T KAP1 phos – potential ataxia-telangiectasia treatment; […] A-T fibroblasts, KAP-1 phosphorylation AlphaLISA; neocarzinostatin DNA damage 30 min before lysis; Potency, µM (top dose mostly 57.5 µM), without a hit: top-dose activation, actives largely listed as activators; 320,000 tested, 0.19% active; AID 485349; note: potency is the fitted concentration of half-maximal effect; % of control where 0% means no effect; nearly all actives have a fitted effect of over 45% in size
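ATM-like activity read as KAP-1 phosphorylation via AlphaLISA donor/acceptor antibody pairs after lysis and 6 hr at 25C. Cells were ATM-null patient fibroblasts ([…], hTERT), dosed 60 min, then exposed to the DSB inducer NCS for 30 min.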
Eya2 phos inh – Eya2 (human) phosphatase inhibition; O00167; recombinant Eya2, OMFP fluorescence dephosphorylation (OMFP is methylfluorescein phosphate); Potency, µM (top dose mostly 76.9 µM), for inactives: top-dose activity, negative = inhibition, most hits filed as inhibitors; 330,000 tested, 0.006% active; AID 488837; note: potency is the fitted concentration of half-maximal effect; % is set by controls: 0 for no effect and ±100 for the full control effect
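Eya2 protein (added as 0.2 uM solution) was preincubated with compound for 10 min at ambient temperature in 50 mM HEPES pH 7.5, 50 mM NaCl, 5 uM MgCl2, 0.05% BSA, 1 mM DTT. OMFP (added at 50 uM) then reacted 10 min; fluorescence read at 485/525 nm.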
ELG1 DNA repair – ELG1-dependent DNA repair inhibition; HEK293T ELG1-luciferase reporter, luminescence, 16 h; DNA damage induced by 5-fluorouridine; Potency, µM (top dose mostly 46.1 µM), without a hit: at the top dose activity change, negative = inhibition, usual class: inhibitors; 330,000 tested, 2.3% active; note: potency is the fitted concentration of half-maximal effect; % is set by controls: 0 for no effect and ±100 for the full control effect; nearly all actives have a fitted effect of over 55% in size
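Step one: seed 2,000 cells per well. Step two: pin-transfer compound or DMSO alongside 5-fluorouridine. Step three: incubate 16 hr, 37 °C, 5% CO2. Step four: add ONE-Glo, wait 30 min, read luminescence.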
Mito fusion act – inhibitors of mitochondrial division or activators of mitochondrial fusion. 320,000 tested, 0.23% active. S. cerevisiae fusion-defective mutant growth rescue, CellTiterGlo 48 h. Potency, µM (highest dose often 46.1 µM), without a hit: at the highest dose growth rescue (activation), actives largely listed as activators. AID 485298;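 note: potency is the fitted concentration of half-maximal effect; % of control where 0% means no effect; nearly all actives have a fitted effect of over 45% in size; temperature-sensitive fusion mutants such as fzo1-1 at 37 °C on non-fermentable ethanol glycerol medium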
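Read-out: ATP-based luminescence (CellTiterGlo, 10 min ambient) reporting growth of fusion-defective ts yeast after 48 hours at 37C on glycerol/ethanol YPEG medium in the presence of compound.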
* marks the source's active call; other numbers are inactive results; u = inconclusive; x = no result given; & = joins results of further samples; [ ] = dose if it differs, or a comment. Unless noted, calls come from the whole dose curve; as a rule, active = well fitted curve in the direction sought with a large enough effect; inconclusive = small, poorly fitted or top-dose-only effect, or another doubt; inactive = no such curve, though single readings can be large; an effect the other way counts as inactive or inconclusive. Not all compounds are listed (hit frequency here may not be typical).

SMILES	Eya2 phos inh	TRPV1 ag	KCNH2 WT inh	KCNH2 3.1 block	Mito fusion act	TSHR antagonist	A-T KAP1 phos	USP2a inh	TCR activator	ELG1 DNA repair
COc1ccccc1N1CCNCC1	5%&3%	-6	-18	0	13%&11%	-11&-5	46%	-3%	0%	-9%
CN1CCc2nc3sc(C#N)c(N)c3c(-c3cccs3)c2C1	5%	2	15	-2	1%	-19	1%	-1%	11%	-16%
O=c1c2ccccc2nc(-c2ccco2)n1-c1nccs1	18%	2	16	7	1%	-7	-4%	3%	-5%	3%
Cc1nc2ccccc2c(=O)n1-c1ccc(Cl)c(Cl)c1	-6%	3	-9	-15	9%	-7	3%	0%	-6%	u
Cc1ccc(OP(N)(=O)Oc2ccc(C)cc2)cc1	2%	u	-18	6	-2%	16	-6%	4%	5%	-4%
Cc1ccccc1[N+](=O)[O-]	8%	4	1	-3	-14%	16	1%	1%	10%	22%
COC(=O)C1=C(c2ccc(C(C)=O)cc2)C[C@@H]2CC[C@H]1N2C	2%	-4	47	18	-6%	1	2%	0%	0%	25%
Cc1cc(OC(C)C(=O)NCC(O)c2ccccc2)c2c3c(c(=O)oc2c1)CCCC3 (centres undefined)	3%	2	9	0	2%	5	0%	2%	-3%	u
C=CCOC(=O)C1=C(C)OC(N)=C(C#N)C12C(=O)N(CN1CCOCC1)c1ccccc12 (centres undefined)	-13%	-2	8	2	-1%	-2	0%	0%	4%	0%
COc1ccc(C(=O)N2CCC3(CC2)OCCO3)cc1	6%	1	4	18	0%	9	3%	-1%	6%	4%
COc1ccc(O)c2c(=O)c3c(OC)cc4c(c3oc12)C1C=COC1O4 (centres undefined)	u	14	-1	-1	-3%	-12	-2%	8%	6%	-29%
COc1cc2[nH]c(C(=O)N3CCC4(CC3)OCCO4)cc2c(OC)c1OC	0%	0	5	9	-2%	-1	3%	1%	1%	u
Cc1c2cnn(CC(=O)N3CCC4(CC3)OCCO4)c(=O)c2c(C)n1Cc1ccccc1Cl	0%	0	3	17	0%	-2	-2%	7%	1%	26%
O=C1NC(=O)N(c2ccc3c(c2)OCO3)C(=O)/C1=C/c1ccc(N2CCCCC2)o1	-7%	5	0	12	0%	-3	-8%	5%	0%	-7%
COC1=CC=C2[C@H]3Cc4ccc(OC)c5c4[C@@]2(CCN3C)[C@H]1O5	-21%	-2	16	15	3%	-3	-4%	-2%	5%	-1%
COC(=O)CN1C(=O)CN=C(c2ccccc2Cl)c2cc(Br)ccc21	-3%	1	-3	6	-3%	-3	3%	1%	3%	-10%
O=C(/C=C/c1ccccc1)NCCc1cnc[nH]1	2%	-4	2	0	-4%	-6	0%	3%	1%	17%
COc1ccccc1[As](=O)(O)CC(O)COc1ccc(Cl)cc1Cl (centres undefined)	-10%	-2	x	x	-13%	-14	-5%	0%	x	-2%
O=C1CN=C(c2cccc(Br)c2)c2cc(Br)ccc2N1	5%	2	17	-7	-7%	4	-11%	-2%	2%	u
CN1C(=O)c2ccccc2Sc2ccc(C(=O)N3CCC4(CC3)OCCO4)cc21	2%	0	-6	2	2%	-13	7%	-1%	-4%	9%
CCCCn1c(=O)c(C(=O)Nc2ccccc2F)c(O)c2ccccc21	-9%	4	4	12	-1%	8	4%	0%	-2%	10%
O=c1ccc2cc3ccoc3c(O)c2o1	7%	x	2	2	x	3	-9%	-1%	2%	15%
CC(=O)c1ccc(OC(NC(=O)c2ccco2)C(Cl)(Cl)Cl)cc1 (centres undefined)	-12%	-3	3	8	-4%	0	7%	2%	-2%	14%
CCC1(OC(=O)c2ccccc2)CC(C)N(C)CC1C (centres undefined)	-5%	2	6	-3	-1%	9	5%	1%	0%	3%
CNC(=O)c1cccn(Cc2cccc(C(F)(F)F)c2)c1=O	-9%	1	-5	4	6%	-38	3%	0%	-1%	u

The last 6 records of the section above come first, to join the parts.
SMILES	Eya2 phos inh	TRPV1 ag	KCNH2 WT inh	KCNH2 3.1 block	Mito fusion act	TSHR antagonist	A-T KAP1 phos	USP2a inh	TCR activator	ELG1 DNA repair
CN1C(=O)c2ccccc2Sc2ccc(C(=O)N3CCC4(CC3)OCCO4)cc21	2%	0	-6	2	2%	-13	7%	-1%	-4%	9%
CCCCn1c(=O)c(C(=O)Nc2ccccc2F)c(O)c2ccccc21	-9%	4	4	12	-1%	8	4%	0%	-2%	10%
O=c1ccc2cc3ccoc3c(O)c2o1	7%	x	2	2	x	3	-9%	-1%	2%	15%
CC(=O)c1ccc(OC(NC(=O)c2ccco2)C(Cl)(Cl)Cl)cc1 (centres undefined)	-12%	-3	3	8	-4%	0	7%	2%	-2%	14%
CCC1(OC(=O)c2ccccc2)CC(C)N(C)CC1C (centres undefined)	-5%	2	6	-3	-1%	9	5%	1%	0%	3%
CNC(=O)c1cccn(Cc2cccc(C(F)(F)F)c2)c1=O	-9%	1	-5	4	6%	-38	3%	0%	-1%	u
CN(C(=O)CNC(=O)OCc1ccccc1)c1ccc(Br)cc1C(=O)c1ccccc1Cl	-5%	20	0	-4	13µM*	-23	-7%	0%	-1%[46.1 µM]	-19%
COc1ccc(OC)c(/C=N/OC(=O)Nc2ccc(Cl)cc2)c1	-6%	3	-3	2	3%	6	-2%	1%	6%	-6%
O=C(CN1CC=C(c2ccccc2)CC1)Nc1cc(Cl)ccc1Cl	-4%	-4	-6	-3	18%	-7	5%	-1%	6%	-2%
Cc1ccc(CN2CCCC(C(=O)c3ccc4c(c3)OCO4)C2)cc1C (centres undefined)	7%	13	29	-17	0%	3	-6%	1%	-6%	u
CCOC(=O)c1c(C)n(CCN2CCN(C)CC2)c2ccc(OC)cc12	-5%	0	-1	18	-6%	1	-2%	4%	13%	1%
CC(c1ccccc1)[n+]1ccccc1 (centres undefined)	-1%	1	x	x	-6%	0	24%	3%	7%	4%
COc1cccc(CNCCc2c[nH]c3ccccc23)c1OC	-7%	3	-5	-3	-8%	-4	-1%	-2%	1%	-22%
O=C(N/N=C/c1c(O)n(CCc2ccccc2)c(=O)[nH]c1=O)c1ccccc1O	u	8	-7	-1	-6%	6	11%	4%	1%	-2%
CC(C)n1cc(C(=O)N(CC(=O)NC(C)(C)C)Cc2ccccc2)cn1	-12%	0	-20	-3	0%	2	2%	0%	-1%[46.1 µM]	u
O=C1/C(=C\c2ccccc2)C2OCC=C3CN4CCC56c7ccccc7N1C5C2C3CC46 (centres undefined)	3%	22	29	-5	4%	-7	-2%	-4%	0%	2%
COc1cc(CC(C)N)c(OC)cc1I (centres undefined)	2%	x	6	-6	-6%	-3	x	x	3%	x
COc1ccc(C(=O)c2nc3ccccc3n2C(C)C)cc1OC	3%	2	3	13	-5%	-2	-3%	1%	-9%	1%
Brc1cc2c(cc1CN1CCN(c3ccccc3)CC1)OCCO2	-4%	0	3	-8	28%	-11	2%	1%	0%	0%
O=C(CNC(=O)c1ccccc1Cl)Nc1ccc(Br)cc1C(=O)c1ccccc1	2%	4	13	0	26%	-1	6%	-1%	5%[46.1 µM]	u

Screening results deposited in PubChem BioAssay by National Center for Advancing Translational Sciences (NCATS).
